# Rpn11 block: blocks the human proteasome subunit Rpn11. O00487. 0.59% of 360,000 active. calls only at 20 µM. human 26S proteasome, Ub4-pepOG fluorescence polarization; 20S core pre-blocked with epoxomicin. AID 588493;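 active means inhibition at 20 µM, scaled to each plate's controls, above about 33%, limit read from the data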
# Target sequence (O00487 whole entry, looked up): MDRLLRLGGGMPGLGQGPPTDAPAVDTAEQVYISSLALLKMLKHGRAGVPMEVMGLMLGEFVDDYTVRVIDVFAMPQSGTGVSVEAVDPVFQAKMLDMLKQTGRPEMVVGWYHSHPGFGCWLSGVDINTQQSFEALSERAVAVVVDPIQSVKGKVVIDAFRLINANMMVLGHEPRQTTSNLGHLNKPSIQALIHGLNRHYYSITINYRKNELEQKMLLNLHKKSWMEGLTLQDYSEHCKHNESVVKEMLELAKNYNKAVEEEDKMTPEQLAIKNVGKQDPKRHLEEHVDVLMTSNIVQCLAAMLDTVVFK
# E coli Lon inh: inhibitors of E. coli Lon protease; P0A9M0; purified E. coli Lon protease, fluorescence polarization; inhibition, % at 7.94 µM; 0.42% of 360,000 active; in the data active means inhibition above about 13%, passing the limit was not always enough;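 further: 0% = enzyme with probe and DMSO and 100% = no enzyme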
# Target sequence (P0A9M0 whole entry, looked up): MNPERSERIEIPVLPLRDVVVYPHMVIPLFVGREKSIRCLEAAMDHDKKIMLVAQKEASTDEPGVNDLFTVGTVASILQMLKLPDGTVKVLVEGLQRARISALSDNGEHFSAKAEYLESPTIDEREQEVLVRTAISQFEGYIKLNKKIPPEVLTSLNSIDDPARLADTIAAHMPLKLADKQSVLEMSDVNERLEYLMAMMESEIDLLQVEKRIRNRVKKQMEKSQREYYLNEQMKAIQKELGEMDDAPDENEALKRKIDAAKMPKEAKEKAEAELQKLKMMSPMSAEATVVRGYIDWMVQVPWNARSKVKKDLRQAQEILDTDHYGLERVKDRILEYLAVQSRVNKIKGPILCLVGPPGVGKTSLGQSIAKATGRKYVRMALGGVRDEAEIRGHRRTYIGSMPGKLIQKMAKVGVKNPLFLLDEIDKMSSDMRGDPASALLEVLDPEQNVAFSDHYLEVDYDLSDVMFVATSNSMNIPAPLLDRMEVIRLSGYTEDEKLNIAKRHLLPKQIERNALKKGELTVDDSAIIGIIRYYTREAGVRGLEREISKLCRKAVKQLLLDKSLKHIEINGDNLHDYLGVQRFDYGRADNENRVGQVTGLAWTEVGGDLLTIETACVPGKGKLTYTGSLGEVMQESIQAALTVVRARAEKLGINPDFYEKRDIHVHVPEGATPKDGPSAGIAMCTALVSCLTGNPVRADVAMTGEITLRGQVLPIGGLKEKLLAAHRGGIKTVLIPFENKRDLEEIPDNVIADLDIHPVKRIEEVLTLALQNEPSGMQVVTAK
# Rin1 Abl inh: human Rin1-Abl interaction inhibition; inhibition, % at 7.35 µM; 0.4% of 360,000 active; P00519+Q13671; TR-FRET Rin1/Abl binding, biochemical; in the data active means inhibition above about 5%, passing the limit was not always enough
# CSN inh: blocks human CSN-mediated cullin deneddylation; AID 651999; Purified CSN, SCF-Nedd8-OG deneddylation, fluorescence polarization; inhibition, % at 12.5 µM; 0.38% of 360,000 active;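 active means pattern-corrected inhibition above about 35%, with an unprinted fluorescence ratio check between 0.5 and 1.5, limit read from the data, passing the limit was not always enough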;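 further: 0% = enzyme with substrate and 100% = substrate without enzyme; some results filed as inactive read as strong as hits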
#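 Schedule: reaction 90 min, room temperature / Assay system: HEK293T-derived human Csn5 enzyme / Input: Csn5 at 0.24 nM final / Measure: inhibition of Csn5 cleavage, % / Control set: substrate-only high control, full reaction low control / Technique: fluorescence polarization of the substrate / Buffer or medium: Tris/NaCl/DTT buffer, pH 7.5 / Reagent: SCFSkp2-Nedd8OG substrate at 10 nM final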
# MLLE-PAM2 inh: blocks PAM2 peptide binding to the PABP1 MLLE domain | P11940 | GST-MLLE / FITC-PAM2 fluorescence polarization | inhibition, % at 20 µM | 0.36% of 360,000 active; in the data active means inhibition above about 35%, passing the limit was not always enough;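 further: plate controls were DMSO wells with GST-MLLE for no effect and wells lacking GST-MLLE protein for full effect; some results filed as inactive read as strong as hits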
# bovine MsrA act: activates bovine MsrA enzyme; 0.3% of 360,000 active; purified bovine MsrA, absorbance read-out; activation, % at 10.6 µM; AID 602163; in the data active means activation above about 7.5%;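 further: 0% = vehicle and 100% = reference activator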
# FAS TE block: inhibitors of human fatty acid synthase thioesterase domain. inhibition, % at 15 µM. 0.67% of 360,000 active. recombinant FAS-TE, OMFH fluorogenic substrate, fluorescence endpoint;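 active means compounds whose normalised, plate-corrected inhibition of enzyme fluorescence in the single-dose primary screen is 50% or more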;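 further: 0% = DMSO with enzyme and 100% = substrate without enzyme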
# MT1-MMP act inh: inhibitors of human MT1-MMP activation; HT1080 RFP-PRO-GFP cells, GFP/RFP ratio fluorescence, overnight; percent of plate control window, DMSO zero; GFP/RFP ratio change, % at 20 µM; 0.061% of 360,000 active; P50281;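 active means GFP/RFP ratio change of at least 30% with cell ATP level not reduced by more than half and red fluorescence within 50% of control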; further: strong numbers were not always called active
#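 Assay system – RFP-PRO-GFP reporter HT1080 cells · Compound dosing – single dose of 20 µM compound, 1% DMSO final · Incubation – overnight compound exposure at 37 °C · Measure – GFP/RFP fluorescence ratio · Benchmarks – DMSO wells and RFP-L50D-GFP cells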
# MsrA inhibitor: bovine MsrA inhibition. purified bovine MsrA, absorbance read-out. inhibition, % at 15.5 µM. 0.75% of 360,000 active. AID 651718; in the data active means inhibition above about 4.5%;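 further: 0% = vehicle wells with enzyme and 100% = reference inhibitor wells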
# The depositor's hits bear a star; i = inactive; . = not tested or not shown.
Compound,Rpn11 block,E coli Lon inh,Rin1 Abl inh,CSN inh,MLLE-PAM2 inh,bovine MsrA act,FAS TE block,MT1-MMP act inh,MsrA inhibitor
Cc1cc(C)cc(NC(=O)CN2C(=O)COc3ccc(S(=O)(=O)N4CCCC4)cc32)c1,i,0,-1,-6,6,-1,15,0,0.8
COC(=O)CSc1nnc(C)n1-c1cccc(C#N)c1,i,-4,6,-7,1,-6,-3,-3,0.2
Cc1ccccc1-c1ccc2c(c1)O[C@@H](CN(C)Cc1ccc(C(=O)O)cc1)[C@@H](C)CN([C@H](C)CO)S2(=O)=O,i,4,1,-2,11,0,-1,1,0.2
Cc1cccc(-c2noc(CN(C(=O)c3c(-c4ccccc4Cl)noc3C)C(C)C)n2)c1,i,2,1,-5,13,-2,24,-8,-0.3
O=C(CCCc1nc(-c2ccc(Cl)cc2)no1)NC1CCCC1,i,-1,-1,-2,0,-6,3,7,-0.6
Oc1ccc(/C=N/n2c(-c3ccccc3)n[nH]c2=S)cc1Br,i,4,-1,0,15,1,-6,-3,4.6*
O=C(NCc1cccc(CNC(=O)C(=O)NCC2CCCO2)c1)C(=O)NCC1CCCO1 (stereo not given),i,0,-2,2,-3,-3,-2,-2,1.2
COc1cccc(CSc2nnc(-c3ccc(F)cc3)o2)c1,i,8,-3,5,-9,-2,23,9,-0.6
C=CCOC(=O)C(C#N)c1nc2ccccc2nc1N1CCC(C(=O)OCC)CC1 (stereo not given),i,-6,-1,0,-3,-1,26,-38,-1.0
CN(C)CCCN(Cc1ccccc1)C(=S)Nc1ccc(SC(F)F)cc1,i,-9,-2,5,-37,-1,7,-1,-0.4
CCc1cc(C(=O)N2CCN(c3ncc(C(F)(F)F)cc3Cl)CC2)sc1C,i,3,-2,-1,11,1,18,-1,-1.2
Cc1oc2ccc(NS(=O)(=O)c3ccc(F)cc3)cc2c1C(=O)O,i,3,1,3,6,-1,-8,-4,-0.6
O=C(O)CSc1cc(NS(=O)(=O)c2ccc(Br)cc2)c2ccccc2c1O,i,11,2,24,46*,9.3*,12,-10,4.9*
COC(=O)C1C(=O)c2c([nH]c(C(=O)OC3CCCCCC3)c2C)CC1C (stereo not given),i,-4,3,-1,1,-4,7,-10,1.2
O=C(O)c1ccc([N+](=O)[O-])nc1,i,4,-8,2,-13,-2,-5,0,-0.8

# Later entries.
Compound,Rpn11 block,E coli Lon inh,Rin1 Abl inh,CSN inh,MLLE-PAM2 inh,bovine MsrA act,FAS TE block,MT1-MMP act inh,MsrA inhibitor
Cc1cc(C)n2cc(CSc3nc4cc(Cl)ccc4o3)nc2n1,i,-3,2,1,-90,1,1,9,0.5
CCCCN1C2=NC(c3ccccc3)CN2c2ccccc21 (stereo not given),i,10,-4,-3,-3,-5,-4,-6,-0.7
Cc1c(NC(=O)c2cc3ccccc3o2)c(=O)n(-c2ccccc2)n1C,i,-5,4,2,13,-12,-8,0,-0.8
CSc1ncccc1C(=O)OCC(=O)NC(C)CCc1ccccc1 (stereo not given),i,-18,3,-1,-9,1,18,-2,-0.1
Cc1cc2oc(=O)cc(CN(C)Cc3ccccc3)c2cc1C,i,-3,2,-6,1,-3,14,0,0.7
CC(C)(C)n1nnnc1C(c1cccnc1)N1CCN(c2ccccn2)CC1 (stereo not given),i,-3,-4,-1,5,-1,-3,-2,0.5
COc1ccc(C2=NOC(C)(c3nnc(-c4ccc(Cl)cc4)o3)C2)cc1 (stereo not given),i,8,-1,-7,12,-1,9,1,-0.5
Cc1ccc(OCc2nnc(SCC(=O)Nc3ccc4c(c3)OCCO4)n2Cc2ccco2)cc1,i,-7,3,-2,-37,-1,14,0,-0.7
CN1CCCC(OC(=O)COc2ccccc2)C1 (stereo not given),i,-6,1,1,5,-13,-10,0,-2.8
Nc1[nH]n(-c2ccccc2)c(=O)c1N=Nc1ccccc1[N+](=O)[O-],i,-8,-7,0,-6,-3,6,4,-0.2
CCN1C(=O)/C(=C/N(C)C)c2ccccc21,i,-1,-4,2,3,-11,-8,2,4.1
C[N+]1(C)CCCC(OC(=O)C(O)(c2ccccc2)c2ccccc2)C1 (stereo not given),i,-5,3,0,-6,0,-6,6,-0.1
O=C(NCCCCCCOC1=NS(=O)(=O)c2ccccc21)C(=O)Nc1ccccc1,i,-6,5,3,12,-4,17,6,0.7
CN(Cc1ccncn1)C(=O)CC1C(=O)NCCN1Cc1cccc(Oc2ccccc2)c1 (stereo not given),i,-1,1,-5,7,-1,-4,-5,0.0
CCCCn1c(N)c(N(CC(C)C)C(=O)CCS(=O)(=O)c2ccc(C)cc2)c(=O)[nH]c1=O,i,-2,-2,2,10,-1,-8,0,-0.4

# (next part)
Compound,Rpn11 block,E coli Lon inh,Rin1 Abl inh,CSN inh,MLLE-PAM2 inh,bovine MsrA act,FAS TE block,MT1-MMP act inh,MsrA inhibitor
COc1cccc(C(=O)NC(=O)Nc2nc(C)cc(C(F)(F)F)n2)c1,i,-11,-5,-1,-2,6,4,-4,0.1
CN(CC(=O)Nc1ccc2c(c1)CCC2)CC(=O)Nc1ccccc1Br,i,8,-2,1,2,-2,10,2,0.2
O=C(NCC1CCCO1)c1cc(-c2ccco2)nc2ccccc12 (stereo not given),i,12,-3,15,13,-3,-5,-9,3.4
CC1CCN(C(=O)CSc2nnc(-c3ccc(S(=O)(=O)N4CCOCC4)cc3)n2C)CC1,i,3,-4,-1,-7,2,-7,5,-0.5
COc1ccc(NC(=S)NCC(O)c2ccccc2)c(OC)c1 (stereo not given),i,-9,-4,10,3,-2,-6,1,-0.9
CCOC(=O)COc1cc(N2C(=O)CSCC2=O)c(Cl)cc1Cl,i,-1,0,7,-20,-3,0,6,0.1
Cc1ccc(N(CC(=O)NCC2CCCO2)S(=O)(=O)c2ccccc2)c(C)c1 (stereo not given),i,5,0,0,-3,-10,-3,1,0.1
Clc1ccccc1-c1nnc2sc(-c3cccs3)nn12,i,-8,-2,3,20,-4,5,0,-0.2
Cc1cc[n+](CCC(=O)O)c2ccccc12,i,-1,2,1,-1,1,-6,2,-0.9
CC(C)c1ccc(S(=O)(=O)N2CCN(C(=O)C3CCN(C(=O)c4ccc(F)cc4)CC3)CC2)cc1,i,-2,2,-3,-11,-8,11,-1,0.2
CC1=NC(C)(C)CC2CCC(O)C12 (stereo not given),i,5,1,-3,20,-2,-10,1,0.1
COC(=O)c1ccc(/C=N/NC(=O)c2ccccc2Cl)cc1,i,4,-4,-6,3,-10,-9,5,1.6
Cn1nccc1C(=O)N1CCCC(Nc2ccc(F)cc2)C1 (stereo not given),i,-2,4,2,-8,-6,-4,5,-0.3
CCCC(O)(CCN(C)C)c1ccc(OC)cc1 (stereo not given),i,-7,0,3,-7,-7,-8,-1,2.1
CCNc1ccc(S(=O)(=O)N(C)C)cc1NCC(=O)Nc1ccccc1F,i,-18,-1,4,6,-3,-2,1,-0.6

# Other compounds
Compound,Rpn11 block,E coli Lon inh,Rin1 Abl inh,CSN inh,MLLE-PAM2 inh,bovine MsrA act,FAS TE block,MT1-MMP act inh,MsrA inhibitor
Cn1c(CN2CCCCC2)nc2cc(NC(=O)c3ccc(F)cc3)ccc21,i,6,-1,1,-6,1,-2,9,-0.5
CC(=O)c1cccc(OCC(O)CN2CCN(C(=O)c3ccco3)CC2)c1 (stereo not given),i,-2,2,-2,1,-1,-4,1,-0.3
Cc1c(OC(C)C(=O)N[C@@H](Cc2ccccc2)C(=O)O)ccc2c3c(c(=O)oc12)CCCC3 (stereo not given in full),i,-1,-3,2,12,-2,2,-1,0.9
Nc1c(CO)nnn1-c1ccccc1,i,10,0,2,-3,-1,-8,-12,-0.1
O=C(COc1ccc2ccc(=O)oc2c1)Nc1ccc(N2CCCCC2)cc1,i,10,-2,3,-22,-6,-2,4,1.1
CC(C)=C1C2CCC1C(C(=O)NCc1ccccc1)C2C(=O)O (stereo not given),i,-7,0,7,0,3,4,-5,0.2
O=C(COC(=O)Cc1cn2ccsc2n1)NCc1ccc2c(c1)OCO2,i,1,-4,3,-24,-2,-9,0,-0.4
COc1ccc(CCNC(=O)CCOc2cc(C)ccc2C)cc1OC,i,-12,1,3,-2,-4,-4,7,-1.5
COc1ccccc1-c1nc(C#N)c(N2CCN(c3cccc(Cl)c3)CC2)o1,i,-9,0,-4,-12,-3,30,6,.
Cc1onc(-c2ccccc2)c1C(=O)N/N=C/c1cc2c(cc1Cl)OCO2,i,3,-2,-4,-7,0,15,-6,4.4
CCOC(=O)C1C(c2ccccc2)NC(=S)NC1(C)O (stereo not given),i,2,0,0,-147,-1,-3,5,0.2
CC(C(=O)NCC1CCCO1)n1cc([N+](=O)[O-])cn1 (stereo not given),i,-3,-1,4,13,-5,-2,3,1.0
CSCCC(=O)N1CCC(n2nccc2NC(=O)CCCc2ccccc2)CC1,i,5,0,3,3,-2,-3,-3,2.4
COc1ccc(/C=C/c2c(-c3ccc(OC)cc3)oc3ccc(-c4ccc(OC)cc4)cc23)cc1,i,1,3,0,9,1,25,1,0.3
COc1ccc(/C=C2\SC(=S)N(CCCC(=O)N3CCCCC3CCO)C2=O)cc1 (stereo not given),i,4,1,2,5,-5,14,-3,0.3

# 4 structures from above, ordered by number of heavy atoms, low to high.
Compound,Rpn11 block,E coli Lon inh,Rin1 Abl inh,CSN inh,MLLE-PAM2 inh,bovine MsrA act,FAS TE block,MT1-MMP act inh,MsrA inhibitor
CC(C(=O)NCC1CCCO1)n1cc([N+](=O)[O-])cn1 (stereo not given),i,-3,-1,4,13,-5,-2,3,1.0
COc1ccccc1-c1nc(C#N)c(N2CCN(c3cccc(Cl)c3)CC2)o1,i,-9,0,-4,-12,-3,30,6,.
CSCCC(=O)N1CCC(n2nccc2NC(=O)CCCc2ccccc2)CC1,i,5,0,3,3,-2,-3,-3,2.4
COc1ccc(/C=C2\SC(=S)N(CCCC(=O)N3CCCCC3CCO)C2=O)cc1 (stereo not given),i,4,1,2,5,-5,14,-3,0.3

# Other compounds:
Compound,Rpn11 block,E coli Lon inh,Rin1 Abl inh,CSN inh,MLLE-PAM2 inh,bovine MsrA act,FAS TE block,MT1-MMP act inh,MsrA inhibitor
N#CCC(=O)Nc1ccc(C(=O)OCC(=O)NCCCc2ccccc2)cc1,i,3,2,6,-6,-4,4,-1,-1.1
O=C1c2cc([N+](=O)[O-])ccc2-c2cc(Cl)c(NC(=O)C(F)(F)F)cc21,i,-2,-1,3,-24,2,13,-1,-0.7
Cc1ccccc1-c1csc(C(C)(O)c2ccc(F)c(F)c2)n1 (stereo not given),i,0,2,2,4,-3,17,1,0.0
FC(F)(F)c1cnc(NNC(=S)Nc2cccnc2)c(Cl)c1,i,0,2,-1,22,-3,-4,-1,-0.8
COc1ccccc1CC1(C)C(=O)Nc2ccc(OC(F)(F)F)cc21 (stereo not given),i,-6,0,-1,2,1,11,-2,-0.1
Cc1ccccc1OCC(=O)Nc1ccccc1-c1ccccc1NC(=O)COc1ccccc1C,i,-6,-1,-18,-3,-2,24,-8,0.6
O=C(Cc1ccc([N+](=O)[O-])cc1)c1ccccc1,i,1,1,3,8,-3,2,-2,-0.2
O=c1nc2n(c3sc4c(c13)CCCC4)C(CBr)CS2 (stereo not given),i,-13,-1,-1,40*,-4,-5,0,-0.1
CSc1nc2ccc(S(=O)(=O)N(C)C)cc2s1,i,4,-1,3,7,0,-4,3,-0.2
CC(C)N(C(=O)CN1CCN(S(=O)(=O)c2ccc(Br)s2)CC1)C(C)C,i,-2,1,-4,3,1,0,7,0.0
CN(C)c1c(F)cc(C(=O)NCc2ccccc2)cc1F,i,-2,-4,-2,-10,-1,-6,-3,0.2
Cc1ccc(C(=O)N/N=C2\CCCc3ccccc32)c(C)c1,i,3,1,4,-9,-5,4,2,-0.4
